# High-throughput results as filed in PubChem.
# Mot1-301 SUMO = yeast Mot1-301 growth rescue at high temperature, primary screen, SUMOylation pathway inhibitor project, S. cerevisiae, ATP luminescence, 38.5C; S. cerevisiae Mot1-301 growth rescue; percent above DMSO median, 100 means doubled; growth rescue, % at 18.8 µM; actives 1% (n = 320,000);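 active = every valid replicate shows activation above 250% relative to neutral control wells; inactive = the rest, any valid replicate at or below 250%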;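 also: OY570 slx delta 5 strain wells were the positive control but not used for scaling; some compounds called inactive have numbers as strong as hits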
# PKA-R1A activ = activators of PKA-R1A holoenzyme, primary screen, biochemical, fluorescence polarization, Cy5-IP20, bovine R1A, mouse PKAc; cAMP-dependent protein kinase type I-alpha regulatory subunit (Bos taurus) + …; activation, % at 11.4 µM; AID 504707, 2011; PKA-R1A dissociation; scaled: DMSO 0%, 113 µM cGMP 100%; actives 0.083% (n = 340,000);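 active = percent activation above the mean of all tested compounds plus 3 SD, cut at about 19% in these data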;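 also: higher means more PKAc released from R1A so a rise in polarization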
# E coli growth = E. coli V3065 growth inhibition, primary screen, counter-screen for AddAB inhibitor project, absorbance, OD600; 18 h; inhibition, % at 11.9 µM; actives 0.27% (n = 330,000); AID 449728, 2010;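 active = inhibition above the campaign's mean inhibition across all tested compounds plus 3 SD, cut at about 9.9% in these data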;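 also: uninfected addAB+ strain grown without phage in ampicillin broth; 0% = DMSO wells and 100% = ciprofloxacin 0.95 µg/ml wells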
# phage Ecoli inh = growth loss of phage-infected E. coli, primary screen, RecBCD inhibitor project, absorbance, with phage, HTS. inhibition, % at 11.9 µM. actives 0.26% (n = 360,000). AID 651602, 2012; in the data active = inhibition above about 11%
# Pemphigus Ab inh = inhibitors of pemphigus antibody binding to DSG3, primary screen, biochemical, bead-based, flow cytometry, scFv-GFP | DSG3-coupled beads, scFv-anti-DSG3-GFP binding; active compounds read low | binding (percent of control), % at 10 µM | actives 0.48% (n = 310,000) | Desmoglein-3 (Homo sapiens), P32926;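 active = binding more than 3 SD below its plate's average and above zero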;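 also: hits lower antibody fragment binding to DSG3; some compounds called inactive have numbers as strong as hits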
# MOR-DOR ag = agonists of OPRM1-OPRD1 heterodimerization, primary screen, cell-based, luminescence | actives 0.3% (n = 340,000) | cells | activation, % at 9.3 µM; in the data active = activation above about 18%;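 also: 0% = vehicle-treated cells and 100% = reference agonist; values of inactives mirror those of a sister screen read the other way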
# Target sequence (P35372 whole entry, looked up): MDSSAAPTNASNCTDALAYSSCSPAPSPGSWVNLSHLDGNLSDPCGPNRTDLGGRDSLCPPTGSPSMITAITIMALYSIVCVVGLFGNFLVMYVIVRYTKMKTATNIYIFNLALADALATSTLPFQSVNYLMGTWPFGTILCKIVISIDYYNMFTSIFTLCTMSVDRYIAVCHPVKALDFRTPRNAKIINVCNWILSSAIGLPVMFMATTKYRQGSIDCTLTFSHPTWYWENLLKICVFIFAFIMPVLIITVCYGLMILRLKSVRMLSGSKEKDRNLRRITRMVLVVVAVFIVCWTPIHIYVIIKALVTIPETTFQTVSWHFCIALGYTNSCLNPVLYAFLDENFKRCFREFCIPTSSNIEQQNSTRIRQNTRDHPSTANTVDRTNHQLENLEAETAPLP
# Target sequence (P41143 whole entry, looked up): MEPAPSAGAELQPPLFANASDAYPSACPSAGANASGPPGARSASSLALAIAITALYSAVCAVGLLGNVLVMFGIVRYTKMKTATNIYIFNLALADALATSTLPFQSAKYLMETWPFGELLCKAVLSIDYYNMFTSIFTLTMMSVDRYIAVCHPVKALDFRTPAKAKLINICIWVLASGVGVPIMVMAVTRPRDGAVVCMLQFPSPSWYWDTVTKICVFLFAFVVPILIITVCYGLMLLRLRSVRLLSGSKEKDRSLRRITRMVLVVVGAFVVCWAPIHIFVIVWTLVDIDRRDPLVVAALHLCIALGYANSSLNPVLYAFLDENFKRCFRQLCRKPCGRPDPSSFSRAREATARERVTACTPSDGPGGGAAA
# PfHsp90 set2 = growth inhibition of PfHsp90-expressing yeast, primary screen, antimalarial PfHsp90 inhibitor project, S. cerevisiae, BacTiter-Glo luminescence, single point, set 2; actives 0.32% (n = 310,000); BacTiter-Glo ATP, 48 h; yeast lacking PDR1 and PDR3 efflux regulators; inhibition, % at 9.4 µM; AID 504621, 2011;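 active = every replicate shows inhibition above about 80%, whatever the replicate mean, limit read from the data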;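 also: 0% = DMSO neutral controls and 100% = 20 µM radicicol positive controls; yeast relying on Plasmodium falciparum Hsp90 in place of its own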
# MOR-DOR inv ag = inverse agonists of MOR-DOR heterodimerization, primary screen, cell-based, luminescence; AID 504357, 2011; cell-based MOR-DOR heterodimer luminescence, inverse agonism; Mu-type opioid receptor (Homo sapiens) + Delta-type opioid receptor (Homo sapiens), …; inhibition, % at 9.3 µM; actives 0.21% (n = 340,000); in the data active = inhibition above about 22%, passing the limit was not always enough;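 also: 0% = cells with DMSO and 100% = wells without cells with DMSO; values of inactives mirror those of a sister screen read the other way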
# Tat transport = E. coli Tat export inhibitors, primary screen, MC4100, TorA-mCherry reporter, fluorescence, single point. inhibition, % at 10 µM. actives 0.036% (n = 340,000);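 active = mean replicate inhibition at least 50% and at least half of replicates individually reaching 50%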;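 also: exported cargo escapes ClpAP degradation while cytoplasmic cargo is degraded and loses fluorescence; 0% = median of neutral control wells and 100% = median of NaSCN control wells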
# AddAB inh = growth inhibition of E. coli expressing H. pylori AddAB, primary screen, AddAB inhibitor project, absorbance. inhibition, % at 11.9 µM. actives 0.29% (n = 330,000). AID 435030, 2010; in the data active = inhibition above about 12%;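 also: 0% = vehicle wells of infected cells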
# Arrestin-AP2 inh = inhibitors of beta-arrestin/AP2 binding, primary screen, biochemical, GPCR trafficking, flow cytometry | beta-arrestin 1 C-terminal peptide binding to AP2 beta2-adaptin appendage (human) | FITC-arrestin peptide / GST-AP2 beads; AP2 beta2 appendage carries R879A mutation | inhibition, % at 10 µM | actives 0.31% (n = 340,000) | AID 504490, 2011;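 active = inhibition above a set limit, near 3 SD of compounds lacking own fluorescence, cut at about 54% in these data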;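 also: plate controls were DMSO wells for no effect and 5 µM unlabelled arrestin peptide for full effect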
#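 test system = AP2 appendage R879A on GSH beads | buffer or medium = PBS plus Tween 20 (0.05%) and BSA (0.1%) | incubation = 12 min plus 1 h, RT | detection = bead flow cytometry, FITC channel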
# Starred values were filed as active, the others as inactive; nt = no result given. This is a random part of the collection, and some 2.8% of all compounds hit somewhere here.
cpd	structure	Mot1-301 SUMO	PKA-R1A activ	E coli growth	phage Ecoli inh	Pemphigus Ab inh	MOR-DOR ag
1	O=C(C#Cc1ccccc1)c1ccco1	43.4	-0.3	-1.5	-1.9	91.1	-4.5
2	CC(=O)C1CCN(Cc2ccccc2)CC1	-5.7	1.6	-0.2	1.7	nt	-0.9
3	CCOC(=O)c1ccccc1NC(=O)COC(=O)C(CC(C)C)NC(N)=O (stereo unspecified)	-7.4	0.2	1.8	2.5	97.4	0.1
4	COc1ccc(NC(=O)c2ccccc2NC(=O)CSc2ccc(C)cc2)cc1	9.4	-2.5	-0.6	3.6	84.2	12.2
5	CCOc1ccc(N(CC(=O)NC2CCCC2)C(=O)CCC(=O)Nc2nc(C)cs2)cc1	-6.3	5.0	-2.3	2.6	112.7	-1.8
6	CC(C)C(OC(=O)c1cc2c(s1)CCCCC2)C(=O)NC(N)=O (stereo unspecified)	5.5	-0.5	-0.5	-1.9	104.2	2.7
7	O=C(CN1C(=O)NC2(CCCC2)C1=O)OCc1cccc(Br)c1	-6.3	-11.5	-0.3	0.8	nt	1.8
8	CCOC(=O)c1ccc(N2C(=O)CC(Nc3ccc(CCO)cc3)C2=O)cc1 (stereo unspecified)	3.7	-19.2	2.0	-0.5	103.2	-0.5
9	C=C(C)Cn1c(C(C)NC(=O)CCC)nc2ccccc21 (stereo unspecified)	-0.3	-5.9	-0.1	1.7	105.4	-1.4
10	CC(=O)Nc1cccc(-c2csc(Nc3ccc(Cl)cn3)n2)c1	15.5	0.0	1.7	2.0	102.2	-1.3
11	FC(F)(F)c1ccc(Cl)c(N/N=C/c2ccc(N3CCOCC3)s2)c1	22.9	-0.7	0.5	4.3	107.3	0.3
12	N#Cc1ccc(S(=O)(=O)NCCc2ccncc2)cc1	nt	-7.4	nt	-1.8	100.5	1.2

cpd	PfHsp90 set2	MOR-DOR inv ag	Tat transport	AddAB inh	Arrestin-AP2 inh
1	104.1*	24.9	-0.7	-3.4	13.1
2	1.9	3.8	-15.8	1.8	14.7
3	35.1	-0.5	-9.7	2.2	-2.2
4	-11.6	-76.0	-4.0	0.8	5.4
5	-14.8	12.3	-1.8	1.2	-3.8
6	17.6	-12.1	10.9	2.3	8.6
7	-3.4	-7.3	-2.2	0.8	-3.8
8	-38.0	2.3	-0.1	-0.6	-6.6
9	nt	7.5	-6.5	3.9	6.6
10	-33.7	7.0	8.7	-0.2	-32.5
11	19.9	-1.4	-1.7	4.7	6.8
12	8.5	-6.0	4.6	nt	22.4

# Among those listed so far, 4 contain nitrogen in an aromatic ring.
cpd	structure	Mot1-301 SUMO	PKA-R1A activ	E coli growth	phage Ecoli inh	Pemphigus Ab inh	MOR-DOR ag
5	CCOc1ccc(N(CC(=O)NC2CCCC2)C(=O)CCC(=O)Nc2nc(C)cs2)cc1	-6.3	5.0	-2.3	2.6	112.7	-1.8
9	C=C(C)Cn1c(C(C)NC(=O)CCC)nc2ccccc21 (stereo unspecified)	-0.3	-5.9	-0.1	1.7	105.4	-1.4
10	CC(=O)Nc1cccc(-c2csc(Nc3ccc(Cl)cn3)n2)c1	15.5	0.0	1.7	2.0	102.2	-1.3
12	N#Cc1ccc(S(=O)(=O)NCCc2ccncc2)cc1	nt	-7.4	nt	-1.8	100.5	1.2

cpd	PfHsp90 set2	MOR-DOR inv ag	Tat transport	AddAB inh	Arrestin-AP2 inh
5	-14.8	12.3	-1.8	1.2	-3.8
9	nt	7.5	-6.5	3.9	6.6
10	-33.7	7.0	8.7	-0.2	-32.5
12	8.5	-6.0	4.6	nt	22.4

# An excerpt from above with just Mot1-301 SUMO, PKA-R1A activ and MOR-DOR ag:
no.	smiles	Mot1-301 SUMO	PKA-R1A activ	MOR-DOR ag
6	CC(C)C(OC(=O)c1cc2c(s1)CCCCC2)C(=O)NC(N)=O (stereo unspecified)	5.5	-0.5	2.7
7	O=C(CN1C(=O)NC2(CCCC2)C1=O)OCc1cccc(Br)c1	-6.3	-11.5	1.8
8	CCOC(=O)c1ccc(N2C(=O)CC(Nc3ccc(CCO)cc3)C2=O)cc1 (stereo unspecified)	3.7	-19.2	-0.5
9	C=C(C)Cn1c(C(C)NC(=O)CCC)nc2ccccc21 (stereo unspecified)	-0.3	-5.9	-1.4
10	CC(=O)Nc1cccc(-c2csc(Nc3ccc(Cl)cn3)n2)c1	15.5	0.0	-1.3
11	FC(F)(F)c1ccc(Cl)c(N/N=C/c2ccc(N3CCOCC3)s2)c1	22.9	-0.7	0.3

# Carrying on.
cpd	structure	Mot1-301 SUMO	PKA-R1A activ	E coli growth	phage Ecoli inh	Pemphigus Ab inh	MOR-DOR ag
13	COc1cc(NC(=O)CN2C(=O)COc3ccccc32)cc(OC)c1	nt	-11.4	nt	2.4	116.1	-0.9
14	Cc1ccccc1OCC(=O)NC(=S)Nc1ccccc1N1CCN(S(C)(=O)=O)CC1	-11.2	-5.7	-0.1	-1.6	99.4	2.0
15	CCOc1ccc(/C=N/NC(=O)c2c(-c3ccccc3)noc2C)cc1	-4.8	6.8	1.2	1.0	96.3	-2.9
16	Cc1c(OCc2ccc([N+](=O)[O-])cc2)ccc2c3c(c(=O)oc12)CCC3	193.9	-8.8	0.3	3.4	111.0	-2.1
17	O=C(CCS(=O)(=O)c1ccccc1)Nc1ccc(-c2nc3ccccc3s2)cc1	145.7	0.8	-1.1	5.2	109.0	1.6
18	O=C(Oc1ccc(Oc2ccccc2)cc1)N1CCC(O)CC1	12.6	13.6	-2.4	2.5	96.4	-0.7
19	CCCCCNCc1ccc(Br)cc1	15.8	0.0	-0.9	7.0	102.2	4.8
20	Cc1ccccc1CN1C[C@@H]2C[C@@H](c3cn[nH]c3-c3ccc(F)cc3)N3CCC[C@@]23C1=O	-13.1	-9.6	-1.2	3.4	102.9	-0.3
21	Cc1cc(NC(=O)c2ccc(F)cc2)n(CCOC(=O)c2ccc(F)cc2)n1	4.7	1.8	0.3	-2.8	92.9	-1.7
22	Cc1onc(-c2c(F)cccc2Cl)c1C(=O)N=C(N)N1CC(C)OC(C)C1 (stereo unspecified)	-10.6	3.1	-1.4	2.5	nt	0.0
23	CCOc1ccc(C(=O)CCC(=O)NNC(=O)CCN2CCN(c3ccccc3)CC2)cc1	-16.0	18.5	-2.4	-1.6	95.5	-0.9

cpd	PfHsp90 set2	MOR-DOR inv ag	Tat transport	AddAB inh	Arrestin-AP2 inh
13	-48.2	4.4	-4.1	nt	8.7
14	-5.7	-10.4	2.7	2.6	8.9
15	2.1	17.5	-8.2	9.0	12.1
16	11.0	11.1	6.6	1.1	-8.4
17	4.9	-11.8	-8.1	-0.2	0.8
18	-1.1	3.9	-5.0	1.3	1.4
19	nt	-28.4	3.0	1.5	9.9
20	11.9	1.9	6.8	1.3	-11.6
21	14.1	8.5	-0.7	1.2	13.1
22	-13.8	0.1	-1.7	1.0	29.4
23	14.8	4.4	-2.3	0.9	-1.9
